Assay outcomes from PubChem BioAssay.
CHRM1 PAM: human M1 muscarinic receptor positive allosteric modulators, primary screen, CHO-K1 cells, Fluo-8 calcium fluorescence, 1536-well; CHO-K1 hM1, ACh EC20; 0% = ACh EC20, 100% = maximal ACh; activation, % at 3 µM; 0.088% of 360,000 active; AID 588819, 2011; in the data active = activation above about 19%, passing the limit was not always enough
Target sequence (P11229 whole entry, looked up): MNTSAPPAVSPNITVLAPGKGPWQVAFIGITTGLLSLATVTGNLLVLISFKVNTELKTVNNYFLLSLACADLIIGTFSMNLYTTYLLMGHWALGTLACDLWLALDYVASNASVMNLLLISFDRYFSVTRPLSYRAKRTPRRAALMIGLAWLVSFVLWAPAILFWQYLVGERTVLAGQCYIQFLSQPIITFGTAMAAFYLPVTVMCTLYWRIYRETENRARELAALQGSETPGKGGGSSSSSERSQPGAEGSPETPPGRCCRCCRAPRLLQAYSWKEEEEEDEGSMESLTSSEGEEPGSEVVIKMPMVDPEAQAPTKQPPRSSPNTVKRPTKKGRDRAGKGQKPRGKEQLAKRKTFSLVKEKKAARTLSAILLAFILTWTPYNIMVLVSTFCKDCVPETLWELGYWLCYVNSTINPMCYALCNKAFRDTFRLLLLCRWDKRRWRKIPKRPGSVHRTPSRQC
CHRM5 PAM: human M5 muscarinic receptor positive allosteric modulators, primary screen, CHO-K1 cells, Fluo-8 calcium fluorescence; Muscarinic acetylcholine receptor M5 (Homo sapiens), P08912; 0.3% of 360,000 active; CHO-K1 hM5, ACh EC20 PAM; 0% = ACh EC20, 100% = ACh EC100; activation, % at 3 µM; AID 624038, 2012;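 active = activation above the run cutoff, the mean activation of all test compounds plus 3 SD, cut at about 18% in these data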
Target sequence (P08912 whole entry, looked up): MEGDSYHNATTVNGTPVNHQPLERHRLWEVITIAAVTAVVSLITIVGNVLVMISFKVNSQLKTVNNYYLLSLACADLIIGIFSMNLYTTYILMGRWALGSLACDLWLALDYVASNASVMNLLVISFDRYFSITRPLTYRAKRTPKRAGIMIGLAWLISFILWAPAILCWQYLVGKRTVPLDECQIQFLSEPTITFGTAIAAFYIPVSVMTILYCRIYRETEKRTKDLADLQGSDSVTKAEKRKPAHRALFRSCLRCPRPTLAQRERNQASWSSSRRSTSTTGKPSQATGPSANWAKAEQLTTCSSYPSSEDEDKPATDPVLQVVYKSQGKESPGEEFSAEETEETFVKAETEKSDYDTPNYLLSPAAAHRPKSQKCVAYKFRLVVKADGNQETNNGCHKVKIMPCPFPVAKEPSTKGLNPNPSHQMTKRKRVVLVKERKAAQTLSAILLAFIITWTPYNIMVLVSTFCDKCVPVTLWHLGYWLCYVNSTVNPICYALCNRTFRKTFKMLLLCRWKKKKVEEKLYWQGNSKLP
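system = human M5 receptor in CHO-K1 cells | compound = one concentration, 3 µM final (nominal) | schedule = Post-acetylcholine fluorescence recording 140 s | signal = Fluo-8 calcium dye fluorescence, kinetic read | benchmarks = low control EC20 acetylcholine (0%), high control EC100 acetylcholine (100%) | repeats = singlicate, one well per test compound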
M5 antag: human M5 muscarinic receptor antagonists, primary screen, CHO cells, Fluo-8 calcium fluorescence. Muscarinic acetylcholine receptor M5 (Homo sapiens), P08912. CHO-hM5 cells, ACh EC80. inhibition, % at 3 µM. 0.59% of 360,000 active. AID 624040, 2012;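 active = inhibition above a per-plate cutoff, the mean of that plate's test compounds plus 3 SD, cut at about 27% in these data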;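 note: 0% = acetylcholine EC80 with DMSO and 100% = DMSO without agonist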
CHRM5 agonist: human M5 muscarinic receptor agonists, primary screen, CHO-K1 cells, Fluo-8 calcium fluorescence; 0.19% of 360,000 active; AID 624037, 2012; activation, % at 3 µM; CHO-K1 hM5 cells; 0% DMSO wells, 100% maximal acetylcholine response;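 active = activation above the run's mean over test compounds plus 3 SD, cut at about 23% in these data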;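 note: signal is peak over basal fluorescence ratio across the kinetic read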
M4 ag: human M4 muscarinic receptor agonists, primary screen, CHO-K1 cells, Fluo-8 calcium fluorescence; activation, % at 3 µM; Muscarinic acetylcholine receptor M4 (Homo sapiens), P08173; 0.14% of 360,000 active; CHO-K1 hM4/Gqi5; vehicle 0%, full acetylcholine response 100%;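 active = activation above the run mean over all test wells plus 3 SD, cut at about 32% in these data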;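 note: peak over basal fluorescence ratio per well then scaled between controls; 0% = DMSO wells and 100% = acetylcholine at EC100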
CHRM1 antagonist: human M1 muscarinic receptor antagonists, primary screen, CHO-K1 cells, Fluo-8 calcium fluorescence, 1536-well | Muscarinic acetylcholine receptor M1 (Homo sapiens), P11229 | CHO-K1 hM1, ACh EC80 antagonist | inhibition, % at 3 µM | 1.3% of 360,000 active | AID 588852, 2011;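 active = percent inhibition above its own plate's cutoff, namely the mean of that plate's compound wells plus 3 SD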;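 note: peak over basal fluorescence ratio during 140 s after agonist addition; 0% = ACh EC80 plus DMSO and 100% = DMSO alone without agonist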
CRFR2-BP ag: agonists of CRF-BP/CRF-R2 complex, primary screen, cell-based, HEK293, calcium dye fluorescence, uHTS; calcium dye fluorescence (FLIPR); percent of saturating CRF peptide response; AID 588473, 2011; activation, % at 13.2 µM; 0.46% of 350,000 active;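 active = activation of at least 50%, plus an integration ratio under a set limit after plate pattern correction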;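 note: plate controls were neutral control wells without compound for no effect and CRF at EC100 for full effect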
CHRM4 antagonist: human M4 muscarinic receptor antagonists, primary screen, CHO cells, Fluo-8 calcium fluorescence; Muscarinic acetylcholine receptor M4 (Homo sapiens), P08173; CHO-hM4 cells, ACh EC80; inhibition, % at 3 µM; 0.73% of 360,000 active; AID 624125, 2012;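 active = inhibition above its plate's cutoff, the mean inhibition of sample wells plus 3 SD, cut at about 27% in these data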;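 note: 0% = acetylcholine EC80 with DMSO and 100% = DMSO without agonist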
CHRM4 PAM: human M4 muscarinic receptor positive allosteric modulators, primary screen, CHO-K1 cells, Fluo-8 calcium fluorescence; CHO-K1 hM4/Gqi5, ACh EC20; 0% = ACh EC20, 100% = maximal ACh; 0.4% of 360,000 active; AID 624126, 2012; activation, % at 3 µM;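 active = activation above its plate's cutoff, the mean activation of sample wells plus 3 SD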; note: some results filed as inactive read as strong as hits
An asterisk follows results filed as active; x = not tested or not shown.

entry	molecule	CHRM1 PAM	CHRM5 PAM	M5 antag	CHRM5 agonist	M4 ag	CHRM1 antagonist	CRFR2-BP ag	CHRM4 antagonist	CHRM4 PAM
1	CC(C)(C)OC(=O)C[C@H]1C/C=C\C[C@@H](CC(=O)N[C@H](CO)Cc2ccccc2)C(=O)NCCOC1=O	7.3	2.5	7.4	-1.6	-0.1	-3.4	1.2	6.7	2.0
2	CC[n+]1ccc(/C=C/c2c[nH]c3ccccc23)cc1	5.0	-4.0	-3.2	-4.2	2.3	0.7	60.9*	-3.4	-1.4
3	CCOc1ccc(CC(=O)N/N=C(\C)c2cccnc2)cc1	-1.1	-6.7	8.4	-2.1	1.4	10.4	2.1	10.3	-4.1
4	CC1CN(C(=O)N2c3ccccc3Sc3ccccc32)CC(C)O1 (centres undefined)	0.8	1.2	-3.1	-7.1	-1.7	-6.8	-1.0	-10.0	5.0
5	O=c1oc2ccccc2n1Cn1c(=O)oc2ccccc21	10.9	2.3	-2.6	-1.7	1.7	-11.1	-0.3	-3.7	-0.9
6	CC(C)C(=O)NNC(=O)c1ccccn1	6.8	0.3	2.2	-3.4	0.5	-9.3	-0.6	13.9	18.3
7	O=[N+]([O-])c1cccc(/C=C/C=N/Nc2nc(N3CCCCC3)nc(N3CCCCC3)n2)c1	4.6	-4.4	-8.3	1.1	2.9	-6.9	0.8	4.5	9.3
8	CCCC(=O)N(Cc1cc(=O)[nH]c2ccccc12)c1ccccc1	-1.3	-3.7	5.7	-0.8	0.5	3.1	-0.2	0.7	-0.9
9	CCCCc1c(O)nc(SCC(=O)c2ccccc2)n(-c2ccccc2C)c1=O	18.0	6.0	-5.9	3.2	-0.2	-15.6	-1.4	7.7	-5.3
10	Cc1ncc([N+](=O)[O-])n1CC(=O)NCCc1ccccc1	7.7	7.3	1.9	3.3	0.8	-0.7	0.7	-0.4	-2.9
11	CC1(C)C(c2ccccc2)=NC(c2ccccc2)N1O (centres undefined)	6.2	1.4	-4.4	-2.9	0.2	6.5	-1.0	-4.7	22.9
12	Cc1cc(=O)n2nc(N3CCCC(C(=O)NCCC4=CCCCC4)C3)sc2n1 (centres undefined)	5.6	-3.3	3.3	-2.5	0.8	-12.7	-0.7	-2.2	3.3
13	O=C(NCCc1c[nH]c2ccccc12)C(=O)NCC1OCCCN1S(=O)(=O)c1cc(F)ccc1F (centres undefined)	-5.1	-11.3	1.9	7.2	13.9	5.1	-3.1	6.8	-14.3
14	CCCCc1c(-c2ccc(Br)cc2)ncn1CCc1ccccc1OC	x	-17.1	9.2	-3.9	2.1	x	x	12.4	-8.8
15	Cc1cc(C)c(NC(=O)C2CCCN2CCOC(=O)c2ccccc2)c(C)c1 (centres undefined)	-1.6	-2.8	-4.2	-3.2	2.3	3.9	1.3	-5.7	-5.0
16	C=CCC[C@@H](Cc1ccc(F)cc1)C(=O)OCCNC(=O)[C@@H](CC=C)CC(=O)N(CCO)Cc1ccccc1	-3.6	4.7	7.1	3.0	6.8	8.5	-4.3	-0.6	5.3
17	CS(=O)(=O)Nc1ccc2c(c1)C(=O)OC2	8.0	4.5	-6.9	1.6	1.5	-2.5	1.0	8.1	3.0
18	CCC1Oc2ccc(C)cc2N(CC(=O)N(Cc2cccnc2)Cc2ccc(C)o2)C1=O (centres undefined)	-7.8	-12.7	13.5	1.9	9.4	6.5	-8.3	-7.4	-0.6
19	Cc1sc2ccccc2c1CNC[C@H]1O[C@@H](n2cnc(C(N)=O)n2)[C@H](O)[C@@H]1O	5.9	-3.0	1.3	2.7	-0.2	-9.9	-1.1	-3.7	-4.5
20	O=C(CSc1ncnc2nc[nH]c12)Nc1ccccc1C(F)(F)F	-5.1	-1.6	11.2	-1.3	0.1	3.5	4.9	4.5	-6.5
21	CCOc1ccc(-c2cc(C(=O)N/N=C/c3cccnc3)c3ccccc3n2)cc1	-4.2	-5.8	1.2	-0.9	13.0	-5.2	-0.8	-7.0	1.1
22	COC(=O)c1ccc(C)cc1C1CN=NC12Cc1cc(C)ccc1C2=O (centres undefined)	-23.2	-18.1	4.8	-8.3	0.3	19.1	-6.7	7.3	-7.8
23	CC(=O)c1c(N2CCCC2)nc(=S)n(-c2ccccc2)c1C	-33.8	-4.0	5.2	-7.8	0.9	74.8*	-0.3	47.5*	-16.8
24	O=C(CC1C(=O)NCCN1Cc1ccccc1C(F)(F)F)NCCc1ccccn1 (centres undefined)	3.1	4.5	-9.1	0.8	0.9	-3.9	0.8	3.7	-2.4
25	Cc1ccc(NC(=O)CCc2c(C)nn(-c3ccc(N4CCCCC4)nn3)c2C)cc1C	2.5	-5.3	8.8	-4.1	13.8	7.3	-0.6	-0.4	-4.4
26	COc1ccc(S(=O)(=O)N(C)CC(=O)NCc2ccco2)cc1	3.1	-0.1	-4.5	0.2	1.6	-6.2	-0.9	-20.1	8.2
27	CCOC(=O)C1(Cc2cccc(F)c2)CCN(C(=O)COC)CC1	9.0	1.6	-7.6	5.1	1.1	-9.0	-2.0	-4.8	5.9
28	COc1cccc(-n2c(CN3CCN(c4cccc(C)c4)C(C)C3)nc3ccc([N+](=O)[O-])cc3c2=O)c1 (centres undefined)	-3.8	-9.7	8.2	-2.2	6.7	18.6	2.3	18.8	-17.5
29	CC1(C)C(N(O)C(=O)Nc2ccccc2)N(c2cccc(Cl)c2)C(=O)N1O (centres undefined)	4.9	-2.4	2.3	-1.9	-0.2	-17.2	-1.4	-1.8	0.8
30	COc1ccc(Cl)cc1C1=NOC2(CCC2)C(=O)N1Cc1cccc(C#N)c1	-1.8	-9.4	2.4	-3.5	0.7	-3.4	x	3.7	-5.5

Quoted from the listing.
#17 in M4 ag reads 1.5
#3 in CRFR2-BP ag reads 2.1

Continued:
entry	molecule	CHRM1 PAM	CHRM5 PAM	M5 antag	CHRM5 agonist	M4 ag	CHRM1 antagonist	CRFR2-BP ag	CHRM4 antagonist	CHRM4 PAM
31	CNC(=O)C[C@H]1C(=O)N(Cc2ccccc2)C[C@@H]1CSC	0.4	1.9	-8.1	1.1	0.7	6.9	2.0	-8.0	3.2
32	CCc1nnc(NC(=O)CCN2C(=O)/C(=C/c3cc(OC)c(OC)c(OC)c3)SC2=S)s1	12.0	4.5	-10.8	-3.0	1.6	-17.2	5.2	-27.9	15.0*
33	Cn1c(SCC(=O)N2CCCC2=O)nnc1-c1ccccc1F	2.3	1.5	-5.4	2.5	3.0	5.9	0.4	-2.5	-1.9
34	CC(C)c1ccc(CC(NC(=O)c2ccccc2)C(=O)NCC(=O)O)cc1 (centres undefined)	18.7	8.3	5.1	1.5	0.5	-10.3	1.1	-0.7	4.5
35	CCN(C[C@H]1N[C@@](CC)(C(=O)OC)[C@H]2C(=O)N(C)C(=O)[C@@H]12)C(=O)COC	4.8	5.4	-9.3	0.8	0.5	-3.4	0.8	-10.6	-1.1
36	CCCCn1c(N)c(N(CCOC)C(=O)c2ccc(C)o2)c(=O)[nH]c1=O	10.7	2.9	-3.0	-1.9	0.1	-16.4	1.4	-15.7	-1.7
37	O=C1CCCN1c1ccc(CNS(=O)(=O)c2ccc(F)cc2)cc1	4.2	4.1	-2.3	-0.7	1.5	-15.1	-0.8	-2.4	4.0
38	Cc1cc2c(OCC(O)CNCc3ccco3)cccc2[nH]1 (centres undefined)	11.4	4.0	-3.5	0.6	1.8	-13.8	0.0	7.0	-8.0
39	O=C(NCc1cccnc1)c1ccc2sc([C@@H]3O[C@H](CO)[C@H](O)[C@H](O)[C@H]3O)nc2c1	10.1	-0.7	7.4	-1.5	0.0	-21.4	x	-3.8	4.9
40	CC(C)NC(=O)Nc1ccc2c(c1)C(=O)N([C@H](C)CO)C[C@H](C)[C@@H](CN(C)S(=O)(=O)c1ccccc1)OCCCC[C@@H](C)O2	-2.0	0.0	2.6	1.1	0.5	2.2	-1.5	-8.1	0.7
41	CC(C)c1cc(Cn2c3ccccc3c(=O)n2C(C)Cn2cc(-c3ccccc3)nn2)on1 (centres undefined)	x	0.4	-0.1	1.0	3.9	x	x	-0.4	3.5
42	CN(C)C(=O)CCc1ccc2c3c([nH]c2c1)[C@]1(CCc2ccccc2)[C@@H](C(=O)N2CCCCC2)C[C@H](CC(=O)NCc2cccc(C(F)(F)F)c2)C(=O)N1CC3	4.9	-4.5	5.8	-0.1	0.5	-11.6	-0.3	-0.8	3.0
43	NS(=O)(=O)c1ccc(CCNC(=O)Cc2ccccc2[N+](=O)[O-])cc1	2.8	-1.8	-10.6	-2.2	0.6	1.0	0.0	1.5	4.2

Given with the structure last: 4 of the compounds above.
# | CHRM1 PAM | CHRM5 PAM | M5 antag | CHRM5 agonist | M4 ag | CHRM1 antagonist | CRFR2-BP ag | CHRM4 antagonist | CHRM4 PAM | compound
32 | 12.0 | 4.5 | -10.8 | -3.0 | 1.6 | -17.2 | 5.2 | -27.9 | 15.0* | CCc1nnc(NC(=O)CCN2C(=O)/C(=C/c3cc(OC)c(OC)c(OC)c3)SC2=S)s1
40 | -2.0 | 0.0 | 2.6 | 1.1 | 0.5 | 2.2 | -1.5 | -8.1 | 0.7 | CC(C)NC(=O)Nc1ccc2c(c1)C(=O)N([C@H](C)CO)C[C@H](C)[C@@H](CN(C)S(=O)(=O)c1ccccc1)OCCCC[C@@H](C)O2
43 | 2.8 | -1.8 | -10.6 | -2.2 | 0.6 | 1.0 | 0.0 | 1.5 | 4.2 | NS(=O)(=O)c1ccc(CCNC(=O)Cc2ccccc2[N+](=O)[O-])cc1
38 | 11.4 | 4.0 | -3.5 | 0.6 | 1.8 | -13.8 | 0.0 | 7.0 | -8.0 | Cc1cc2c(OCC(O)CNCc3ccco3)cccc2[nH]1 (centres undefined)
